MmCpn inh: blocks the Methanococcus maripaludis chaperonin Mm-Cpn; purified Mm-Cpn ATPase, ADP Transcreener TR-FRET; Potency, µM (top dose mostly 76.9 µM), for inactives: top-dose activity, negative = inhibition, hits mostly inhibitors; 0.031% of 330,000 active; AID 504842; also: potency is read from the fitted curve at half-maximal effect; % is scaled to controls: 0 for no effect and ±100 for the full control effect; nearly all actives have a fitted effect of over 80% in size
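ATPase turnover read by TR-FRET ADP competition (Eu cryptate antibody/ADP-d2, 665/590 nm): 10uM ATP final, 25nM Mm-CPN final, 30 min 37degC after 10-min compound preincubation, pH 7.4 Tris/KCl/MgCl2/DTT buffer.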
TGFb inhibitor: TGF-b pathway inhibition; HepG2 CAGA-GFP TGF-b/SMAD3 reporter, GFP fluorescence, 18 h; TGF-beta stimulated, 500 pg/mL final; Potency, µM (series often up to 46.1 µM), without a hit: at the top dose activity, negative = inhibition, most hits filed as inhibitors; 1.2% of 410,000 active; AID 588855; also: potency is read from the fitted curve at half-maximal effect; % is scaled to controls: 0 for no effect and ±100 for the full control effect; nearly all actives have a fitted effect of over 65% in size
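Cell-based qHTS in HEPG2 carrying a CAGA-GFP Smad reporter; compounds added before 500 pg/mL final TGF-beta, 18 h incubation at 37 degrees C, GFP fluorescence quantified per cell by imaging cytometry.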
Nrf2 ARE act: Nrf2 pathway activation; AREc32 ARE-luciferase reporter (MCF7-derived line), luminescence, 24 h; Potency, µM (doses to about 46.1 µM), for the others: top-dose activation, usual class: activators; 0.31% of 410,000 active; AID 624171; also: potency is read from the fitted curve at half-maximal effect; % of control where 0% means no effect; nearly all actives have a fitted effect of over 65% in size
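Luciferase luminescence (Steady-Glo, 30 min at room temperature) served as the read-out of ARE activation in AREc32 cells treated with compounds for 24 hr at 37 deg C.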
Abeta rescue: compounds reversing amyloid beta toxicity in yeast; yeast expressing A-beta42, growth rescue, OD600, 48 h; response scale: 0% DMSO, 100% iron-clioquinol control; Potency, µM (doses to about 46.1 µM), for the others: top-dose growth rescue, actives largely listed as activators; 0.063% of 410,000 active; AID 1347071; also: potency is read from the fitted curve at half-maximal effect; nearly all actives have a fitted effect of over 55% in size
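Yeast A-beta toxicity model in growth medium with pinned compounds, 48 h at 30 C; growth read as absorbance at 600 nm. Normalized to FeCl3/clioquinol equimolar mix (positive) and DMSO (negative).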
CCT chaperon mod: cytosolic chaperonin activity modulation; activity change, % (no concentration beside the values), hits read low; AID 651819; purified chaperonin ATPase assay, HTRF ADP detection, 30 min; 0.3% of 360,000 active; in the data active = activity change below about -30%; also: % is scaled to controls: 0 for no effect and ±100 for the full control effect
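Nucleotide hydrolysis assay: TRiC at 20–40 nM final (set by batch activity) with 10 uM ATP, 30 min at 37 °C, in presence of 76 uM compound. Detection by competitive ADP HTRF, 30 min ambient.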
A549 tox: A549 cytotoxicity, counter-screen for Nrf2 inhibitors; AID 504648; A549 ARE-Fluc cells, CellTiter-Fluor viability, 18-24 h; Potency, µM (series often up to 46 µM), without a hit: at the highest dose activity change, negative = cytotoxicity, most hits filed as inhibitors; 0.16% of 390,000 active; also: potency is read from the fitted curve at half-maximal effect; % is scaled to controls: 0 for no effect and ±100 for the full control effect
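A549 ARE_Fluc cells in 5% FBS OPTI-MEM were exposed to compounds in concentration-response for 18-24 h at 37 deg C. Viability was read by CellTiter-Fluor fluorescence (Ex 405/Em 525) after 30 min, before the luciferase read.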
Nrf2 block: inhibitors of Nrf2 signaling; A549 ARE-Fluc reporter, luciferase luminescence, 18-24 h; Potency, µM (series often up to 46 µM), without a hit: at the highest dose activity change, negative = inhibition, hits mostly inhibitors; 2.1% of 360,000 active; also: potency is read from the fitted curve at half-maximal effect; % is scaled to controls: 0 for no effect and ±100 for the full control effect; nearly all actives have a fitted effect of over 60% in size
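Concentration-response testing used A549 ARE_Fluc cells at 5000 cells/well. Following an 18-24 h compound incubation, viability was read by fluorescence (Ex 405/Em 525) and luciferase output by luminescence.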
HepG2 tox: kills HepG2 cells in TGF-b inhibitor counter-screen | HepG2 CAGA-GFP viability, ATP luminescence, 18 h | Potency, µM (doses to about 46.1 µM), for inactives: top-dose activity change, negative = cytotoxicity, hits mostly cytotoxic | 0.76% of 410,000 active | AID 588856; also: potency is read from the fitted curve at half-maximal effect; some results filed as inactive show a strong effect at the top dose
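HepG2 CAGA-GFP cells (1000/well, DMEM with 1% FBS) received compound, then TGF-beta at 500 pg/mL final, and were incubated 18 hours at 37 degrees C. Viability was read by CellTiter-Glo luminescence. Media-only wells were set as complete cell-killing and DMSO as no toxicity.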
pAkt inh: blocks phosphorylation of Akt; Neuro2A IGF-stimulated pAkt S473 HTRF, 20 min; stronger effect = lower value; AID 651550; 0.32% of 360,000 active; activity change, % for hits at 50 µM; in the data active = activity change below about -80%; inconclusive = mostly about -51% to -80%; also: % is scaled to controls: 0 for no effect and ±100 for the full control effect
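Neuro2A cells (4,500/well, DMEM with 0.5% FBS) were treated with compound at a single 50 µM final concentration, stimulated with 6 nM IGF for 20 min at 37 °C, and lysed. Phospho-Akt Ser473 was read by HTRF as 665/615 ratio ×10^4.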
* marks the source's active call; other numbers are inactive results; [ ] = another dose, or the depositor's remark. Unless noted, calls follow the shape of the dose curve; as a rule, active = well fitted curve in the direction sought with a large enough effect; inconclusive = small, poorly fitted or top-dose-only effect, or another doubt; inactive = no such curve, though single readings can be large; an effect the other way counts as inactive or inconclusive.

Preview (two entries):
What do the screens show for `CCCN(CCC)S(=O)(=O)c1ccc(C(=O)Nc2ccc(S(=O)(=O)Nc3nnc(CC)s3)cc2)cc1`?
MmCpn inh: -2%; TGFb inhibitor: -28%; Nrf2 ARE act: -0.5%; Abeta rescue: -13%; CCT chaperon mod: -1.1; A549 tox: 1%; Nrf2 block: 2%; HepG2 tox: 9%; pAkt inh: inactive

Results for COc1ccc(C)cc1NC(=O)c1ccccc1N(C)S(=O)(=O)c1ccccc1 ?
MmCpn inh: 2%; TGFb inhibitor: -9%; Nrf2 ARE act: -0.4%; Abeta rescue: -8%; CCT chaperon mod: 0.9; A549 tox: -5%; Nrf2 block: 5%; HepG2 tox: -41%; pAkt inh: inactive

The list itself (from the top)
What do the screens show for `CCCN(CCC)S(=O)(=O)c1ccc(C(=O)Nc2ccc(S(=O)(=O)Nc3nnc(CC)s3)cc2)cc1`?
MmCpn inh: -2%; TGFb inhibitor: -28%; Nrf2 ARE act: -0.5%; Abeta rescue: -13%; CCT chaperon mod: -1.1; A549 tox: 1%; Nrf2 block: 2%; HepG2 tox: 9%; pAkt inh: inactive

Results for COc1ccc(C)cc1NC(=O)c1ccccc1N(C)S(=O)(=O)c1ccccc1 ?
MmCpn inh: 2%; TGFb inhibitor: -9%; Nrf2 ARE act: -0.4%; Abeta rescue: -8%; CCT chaperon mod: 0.9; A549 tox: -5%; Nrf2 block: 5%; HepG2 tox: -41%; pAkt inh: inactive

What do the screens show for `Cc1ccnc2nc(C(=O)OCC(=O)Nc3ccccc3C(C)(C)C)nn12`?
MmCpn inh: 1%; TGFb inhibitor: 15%; Nrf2 ARE act: 0.9%; Abeta rescue: 7%; CCT chaperon mod: -1.5; A549 tox: 4%; Nrf2 block: 18%; HepG2 tox: -15%; pAkt inh: inactive

Results for Cc1cc(C)n(C(=O)c2ccccc2[N+](=O)[O-])n1 ?
MmCpn inh: 1%; TGFb inhibitor: -1%; Nrf2 ARE act: 2.2%; Abeta rescue: inconclusive; CCT chaperon mod: -2.0; A549 tox: 8%; Nrf2 block: 13%; HepG2 tox: 3%; pAkt inh: inactive

How did CCCCn1c(=O)[nH]c(=O)c2c1nc(COC(=O)c1c(C)noc1C)n2CCC do in these assays?
MmCpn inh: 1%; TGFb inhibitor: 0%; Nrf2 ARE act: -0.2%; Abeta rescue: 16%; CCT chaperon mod: -0.8; A549 tox: 18%; Nrf2 block: -10%; HepG2 tox: 0%; pAkt inh: inactive

How did Cc1ccc2c(c1)C(c1ccncc1)=NNC(c1ccccc1)=N2 do in these assays?
MmCpn inh: -4%; TGFb inhibitor: 0%; Nrf2 ARE act: 3.8%; Abeta rescue: 4%; CCT chaperon mod: -1.6; A549 tox: -4%; Nrf2 block: 20%; HepG2 tox: 6%; pAkt inh: inactive

What do the screens show for `CCC(C)(C)NC(=O)C(c1ccc(OC)cc1)N(Cc1cccs1)C(=O)CCC(=O)Nc1cc(C)on1` (stereo not drawn)?
MmCpn inh: 1%; TGFb inhibitor: 0%; Nrf2 ARE act: 0.5%; Abeta rescue: 15%; CCT chaperon mod: -2.3; A549 tox: -14%; Nrf2 block: -30%; HepG2 tox: -6%; pAkt inh: inactive

How did CCC(=O)Nc1nonc1-c1nc2ccccc2n1N(C(=O)CC)C(=O)CC do in these assays?
MmCpn inh: -1%; TGFb inhibitor: 4%; Nrf2 ARE act: 0.1%; Abeta rescue: -35%[inhibitor]; CCT chaperon mod: -0.6; A549 tox: 4%; Nrf2 block: -11%; HepG2 tox: -35%; pAkt inh: inactive

How did COc1cccc2oc3cc(C#CC4(O)CCCCC4)ccc3c(=O)c12 do in these assays?
MmCpn inh: 1%; TGFb inhibitor: inconclusive; Nrf2 ARE act: -0.8%; Abeta rescue: -2%; CCT chaperon mod: 1.4; A549 tox: -19%; Nrf2 block: inconclusive; HepG2 tox: -31%; pAkt inh: inactive

Results for CCCN(CCC)CCNC(=O)CN1C(=O)COc2ccc(S(=O)(=O)N3CCC(C)CC3)cc21 ?
TGFb inhibitor: -8%; Nrf2 ARE act: -0.2%; Abeta rescue: -8%; A549 tox: 3%; Nrf2 block: 17%; HepG2 tox: 1%

Results for Cn1c(SCC(=O)N/N=C/C=C/c2ccccc2[N+](=O)[O-])nc2ccccc21 ?
MmCpn inh: 0%; TGFb inhibitor: -19%; Nrf2 ARE act: inconclusive; Abeta rescue: -14%; CCT chaperon mod: -1.2; A549 tox: -4%; Nrf2 block: inconclusive; HepG2 tox: -22%; pAkt inh: inactive

What do the screens show for `COc1cccc(NC(=O)Cc2nnc(SCC(=O)NC3=NCCS3)n2C)c1`?
MmCpn inh: 1%; TGFb inhibitor: 0%; Nrf2 ARE act: 2.3%; Abeta rescue: -8%; CCT chaperon mod: -1.7; A549 tox: 8%; Nrf2 block: 24%; HepG2 tox: -5%; pAkt inh: inactive

How did CC(C)CNC(=O)c1cccc(NC(=O)COc2ccc([N+](=O)[O-])cc2)c1 do in these assays?
MmCpn inh: -3%; TGFb inhibitor: -23%; Nrf2 ARE act: -0.6%; Abeta rescue: 5%; CCT chaperon mod: 1.4; A549 tox: -9%; Nrf2 block: inconclusive; HepG2 tox: -19%; pAkt inh: inactive

Results for NNC(=S)NC1CCCCC1 ?
MmCpn inh: 0%; TGFb inhibitor: -2%; Nrf2 ARE act: 3.3%; Abeta rescue: 1%; CCT chaperon mod: -0.3; A549 tox: -1%; Nrf2 block: 22%; HepG2 tox: 1%; pAkt inh: inactive

Results for Cc1cc(C)c(C#N)c(SCc2cn3ccccc3n2)n1 ?
MmCpn inh: -4%; TGFb inhibitor: 0%; Nrf2 ARE act: 2.9%; Abeta rescue: 8%; CCT chaperon mod: -2.8; A549 tox: 9%; Nrf2 block: 8%; HepG2 tox: -20%; pAkt inh: inactive

How did O=C(c1ccc(F)cc1)N1CCN(Cc2ccccc2Br)CC1 do in these assays?
MmCpn inh: -2%; TGFb inhibitor: 21%; Nrf2 ARE act: -0.7%; Abeta rescue: -17%; CCT chaperon mod: -3.0; A549 tox: 16%; Nrf2 block: 1%; HepG2 tox: -1%; pAkt inh: inactive

What do the screens show for `O=C(NCCN1CCCC1)C1(S(=O)(=O)c2ccc(Cl)cc2)CC1`?
MmCpn inh: -1%; TGFb inhibitor: 18%; Nrf2 ARE act: -0.8%; Abeta rescue: -11%; CCT chaperon mod: 2.0; A549 tox: 4%; Nrf2 block: 8%; HepG2 tox: 5%; pAkt inh: inactive

What do the screens show for `CCOC(=O)c1cc2c(=O)n3ccccc3nc2n(CC2CCCO2)c1=NC(=O)/C=C/c1ccccc1` (stereo not drawn)?
MmCpn inh: -1%; TGFb inhibitor: -2%; Nrf2 ARE act: 2.1%; Abeta rescue: -6%; CCT chaperon mod: -2.7; A549 tox: -17%; Nrf2 block: -9%; HepG2 tox: -17%; pAkt inh: inactive

Results for CCC(C(=O)O)n1cnc2scc(-c3ccc(C)c(C)c3)c2c1=O (stereo not drawn) ?
MmCpn inh: -1%; TGFb inhibitor: 8%; Nrf2 ARE act: -0.1%; Abeta rescue: 5%; CCT chaperon mod: -3.3; A549 tox: 2%; Nrf2 block: 2%; HepG2 tox: 9%; pAkt inh: inactive

Results for COc1ccccc1C(C(=O)NC1CCCCC1)N(C(=O)c1csnn1)C1CC1 (stereo not drawn) ?
MmCpn inh: 1%; TGFb inhibitor: -16%; Nrf2 ARE act: -0.1%; Abeta rescue: -12%; CCT chaperon mod: 1.7; A549 tox: -2%; Nrf2 block: 12%; HepG2 tox: -11%; pAkt inh: inactive

How did CC1=C(C(=O)N2CCN(c3ccccc3)CC2)C2(CCCCC2)OC1=O do in these assays?
Nrf2 ARE act: 0.8%; Abeta rescue: -12%; A549 tox: 1%; Nrf2 block: 7%; HepG2 tox: 1%

What do the screens show for `O=c1[nH]c2ccccc2nc1-c1nnnn1C1CCCC1`?
Nrf2 ARE act: -0.2%; Abeta rescue: -22%; CCT chaperon mod: 0.2; pAkt inh: inactive

How did O=C(O)c1cccc(NS(=O)(=O)c2ccc3c(c2)OCCCO3)c1 do in these assays?
MmCpn inh: -3%; TGFb inhibitor: -4%; Nrf2 ARE act: -0.1%; Abeta rescue: 1%; CCT chaperon mod: 0.8; A549 tox: 2%; Nrf2 block: -32%; HepG2 tox: 1%; pAkt inh: inactive

How did Cc1nn(-c2ccccc2)c(Cl)c1/C=N/Nc1nc2ccccc2n1C do in these assays?
MmCpn inh: -4%; TGFb inhibitor: inconclusive; Nrf2 ARE act: 14%; Abeta rescue: -60%[inhibitor]; CCT chaperon mod: 2.6; A549 tox: -13%; Nrf2 block: 4%; HepG2 tox: -54%; pAkt inh: inactive

How did COC(=O)c1ccc2c(c1)NC(=O)C(N1CCCC1)S2 (stereo not drawn) do in these assays?
MmCpn inh: 1%; TGFb inhibitor: 3%; Nrf2 ARE act: 0.8%; Abeta rescue: 20%; CCT chaperon mod: -0.9; A549 tox: 0%; HepG2 tox: -22%; pAkt inh: inactive

How did O=C(CN1C(=O)NC2(CCCCC2)C1=O)NNC(=O)C1CC1 do in these assays?
MmCpn inh: -1%; TGFb inhibitor: -6%; Nrf2 ARE act: 0.0%; Abeta rescue: 0%; CCT chaperon mod: 1.4; A549 tox: 0%; Nrf2 block: -2%; HepG2 tox: -5%; pAkt inh: inactive

What do the screens show for `CCCNC(=O)c1ccc(N2CCC3(CC2)CC(c2cccc(Br)c2)=NO3)c(NC(=O)c2c(Cl)cccc2Cl)c1`?
MmCpn inh: -5%; TGFb inhibitor: -6%; Nrf2 ARE act: -0.4%; Abeta rescue: -4%; CCT chaperon mod: -0.9; A549 tox: 6%; Nrf2 block: 15%; HepG2 tox: 4%; pAkt inh: inactive

Source: PubChem BioAssay (National Center for Advancing Translational Sciences (NCATS))
